DTT redox prof – compounds producing H2O2 with reducing agent – biochemical, NIH compound library profiling, artefact control for MLSCN library redox annotation, primary screen; DTT-dependent redox cycling H2O2, phenol red/HRP absorbance; 100% = 100 µM peroxide control, 0% = buffer; activation, % at 10 µM; 200,000 compounds, 0.03% hits; AID 878;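 active means activation of at least 50% relative to the plate's high and low controls in the primary single-dose screen; inactive means activation below 50%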;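 further: compound incubated with DTT at 0.8 mM final as the reducing agent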
Lmaj promast – Leishmania major promastigote growth inhibition; inhibition, % at 10 µM; 200,000 compounds, 9% hits; Leishmania major promastigotes, resazurin fluorescence viability; AID 1063; in the data active means inhibition above about 50%;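 further: promastigotes grown with compound for 44 hours at 28 °C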
ROMK primary – modulators of human ROMK potassium channel. 130,000 compounds, 2% hits. Tet-inducible ROMK, thallium flux fluorescence; actives lie on both sides. AID 1918. P48048. B-score at 10 µM;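 active means signal ratio slope over the read window, or its plate-corrected B-score, at least 3 SD from the plate mean, either direction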;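 further: B-score of the F/F0 ratio slope over 7 to 12 s after thallium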
S1P3 antag – blocks the human S1P3 receptor; Q99500; CHO S1P3 NFAT-BLA reporter, FRET fluorescence, antagonist mode; inhibition, % at 4.98 µM; 170,000 compounds, 0.27% hits; AID 485;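 active means inhibition above the plate cutoff, the mean inhibition of test wells on that plate plus 3 SD, cut at about 28% in these data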;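 further: cells challenged with S1P at its EC80 of 0.8 µM; blue over green emission ratio from cleaved BLA substrate after 4 h stimulation; 0% = S1P-stimulated wells and 100% = unstimulated DMSO-only wells; some compounds past the cut are filed as inactive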
Target sequence (Q99500 whole entry, looked up): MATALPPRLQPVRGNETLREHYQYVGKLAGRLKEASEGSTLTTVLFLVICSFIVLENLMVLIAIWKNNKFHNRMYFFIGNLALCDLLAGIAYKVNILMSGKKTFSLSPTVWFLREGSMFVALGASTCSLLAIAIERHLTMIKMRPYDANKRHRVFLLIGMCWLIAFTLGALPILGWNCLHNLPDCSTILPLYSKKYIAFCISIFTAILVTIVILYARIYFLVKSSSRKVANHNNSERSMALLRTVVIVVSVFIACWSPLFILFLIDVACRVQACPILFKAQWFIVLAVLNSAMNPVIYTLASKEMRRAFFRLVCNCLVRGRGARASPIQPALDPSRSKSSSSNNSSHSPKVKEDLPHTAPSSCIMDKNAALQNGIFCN
RAM network inh – yeast RAM network inhibition; S. cerevisiae dse1pr::URA3 reporter, 5-FOA growth OD615, 2 d; analog-sensitive cbk1-as2 kinase mutant strain; inhibition, % at 50 µM; 190,000 compounds, 1.8% hits; AID 868;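 active means inhibition above a set limit, 3 SD over mean compound inhibition, cut at about 8.4% in these data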;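 further: 0% = DMSO-only wells with no growth and 100% = 10 µM 1-NA-PP1 full growth; inhibition rescues growth on 5-FOA so higher OD means more RAM inhibition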
TR-FRET SRC-2 ct – flags TR-FRET format artefacts in PPARgamma SRC-2 recruitment agonist screen. TR-FRET artefact counter-screen; active compounds read high. TR-FRET ratio at 8 µM. 200,000 compounds, 0.4% hits. AID 1049; in the data active means TR-FRET ratio above about 2000; further: inactives centre near 1500; reference of the scale not given here
Efa HMGR inh – blocks class II HMG-CoA reductase of Enterococcus faecalis; purified E. faecalis HMGR, NADPH absorbance 340 nm kinetic; inhibition, % at 10 µM; 190,000 compounds, 0.41% hits; AID 1066;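 active means inhibition above a set limit, the median over all tested compounds plus 3 SD, cut at about 9.5% in these data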;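 further: enzyme runs in reverse so mevalonate oxidation gives rising NADPH absorbance; 0% = complete reaction with DMSO and 100% = background rate lacking mevalonate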
bIAP inhibitor – blocks bovine intestinal alkaline phosphatase activity. purified bovine IAP, CDP-star luminescence, 30 min. inhibition, % at 20 µM. 190,000 tested, under 10 active. AID 1019;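 active means over 50% inhibition of intestinal alkaline phosphatase at 20 µM in the single-dose screen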
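System: purified bovine intestinal alkaline phosphatase (IAP) enzyme; Input: IAP diluted 1/65,000,000 in the well; Measured by: CDP-star luminescence signal; Compound dosing: 20 µM single dose; Incubation: 30 min reaction at room temperature.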
PPARg SRC-1 ag – PPARgamma-driven SRC-1 recruitment agonism; P37231; 200,000 compounds, 0.41% hits; activation, % at 8 µM; PPARgamma-SRC-1 coactivator recruitment biochemical assay; in the data active means activation above about 19%;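 further: 0% = DMSO and 100% = reference agonist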
Target sequence (P37231 whole entry, looked up): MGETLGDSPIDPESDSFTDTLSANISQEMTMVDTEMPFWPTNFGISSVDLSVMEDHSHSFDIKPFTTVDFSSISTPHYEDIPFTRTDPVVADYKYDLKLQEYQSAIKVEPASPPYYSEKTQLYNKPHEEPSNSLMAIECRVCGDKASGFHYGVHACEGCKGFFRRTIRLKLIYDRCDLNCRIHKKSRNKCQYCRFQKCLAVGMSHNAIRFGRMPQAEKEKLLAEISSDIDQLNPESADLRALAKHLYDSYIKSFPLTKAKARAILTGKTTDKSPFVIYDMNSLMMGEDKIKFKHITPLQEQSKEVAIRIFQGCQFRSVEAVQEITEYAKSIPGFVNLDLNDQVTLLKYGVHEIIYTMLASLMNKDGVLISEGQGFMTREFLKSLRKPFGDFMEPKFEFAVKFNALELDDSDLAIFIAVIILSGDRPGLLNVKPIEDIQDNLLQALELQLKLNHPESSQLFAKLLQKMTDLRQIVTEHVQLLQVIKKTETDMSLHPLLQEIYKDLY
PPARg SRC-3 ag – agonists of human PPARgamma SRC-3 coactivator recruitment; 200,000 compounds, 0.26% hits; biochemical PPARgamma/SRC-3 coactivator recruitment assay; activation, % at 8 µM; in the data active means activation above about 23%;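 further: 0% = DMSO and 100% = reference agonist; some compounds past the cut are filed as inactive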
PPARg SRC2 recr – agonists of SRC-2 recruitment by human PPARgamma; PPARgamma LBD-SRC-2 recruitment, biochemical; activation, % at 8 µM; 200,000 compounds, 0.34% hits; AID 1032; P37231; in the data active means activation above about 22%;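 further: 0% = vehicle and 100% = reference agonist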
The depositor's hits bear a star; . = no result given.

mol,DTT redox prof,Lmaj promast,ROMK primary,S1P3 antag,RAM network inh,TR-FRET SRC-2 ct,Efa HMGR inh,bIAP inhibitor,PPARg SRC-1 ag,PPARg SRC-3 ag,PPARg SRC2 recr
O=C(C[n+]1cc(-c2ccc(Cl)c(Cl)c2)n2c1CCC2)N1c2ccccc2Sc2ccccc21,2.0,53.8*,-1.76,12.6,0.5,1691,3.5,-23.3,3.1,2.3,2.2
CC1CCN(CCNC(=O)c2ccc(NC(=O)C3CCCO3)cc2)CC1 (centres undefined),-2.2,-1.0,.,.,-1.1,1647,-4.6,3.9,7.8,7.2,5.8
COC(=O)c1c(NC(=O)COC(=O)c2ccc(O)cc2)sc2c1CCCCC2,0.3,13.2,.,-1.1,2.0,1401,-2.4,1.6,0.3,0.8,4.8
O=C(CSc1nc2ccccc2o1)NC(=O)NCc1ccco1,-2.0,-4.0,-0.754,-8.1,4.3,1607,-3.8,1.0,-6.6,3.5,2.4
O=C(CN1CCN(Cc2ccccc2)CC1)N/N=C\C=C/c1ccco1,-0.1,-1.2,0.0226,-6.4,0.5,1777,-5.5,-24.0,9.3,4.0,5.2
COc1ccc(OC)c(C(=O)COC(=O)c2ccccc2O)c1,-0.4,0.8,-0.113,-22.7,8.7*,1628,-7.2,1.9,5.0,-0.9,-0.5
CC(=O)Nc1ccc2c(c1)C(=O)c1ccccc1C2=O,-7.2,4.6,-0.301,.,1.4,1583,-2.5,1.5,-1.7,6.6,10.0
COCCNC(=O)/C(C#N)=C/c1cccc(NC(=O)c2ccccc2Cl)c1,0.5,29.7,.,-9.8,0.1,1537,2.4,8.1,-2.0,1.0,-2.1
CNC(=O)OC(C)CNS(=O)(=O)c1ccc(C)cc1 (centres undefined),-0.5,-3.1,.,-36.7,-0.3,1516,-3.2,7.1,-1.3,2.2,-1.0
CCOC(=O)c1cnn(-c2ccccc2)c1-n1cccc1C(=O)C(=O)Nc1ccccc1C(F)(F)F,1.6,8.9,.,.,14.4*,1373,-4.6,7.8,-6.4,-5.9,2.0
CCOc1cc(C2NN=C(c3ccc(C)cc3)S2)ccc1O (centres undefined),0.6,-2.1,.,-6.2,0.6,1333,-0.5,25.3,-1.1,-0.4,0.9
CCOC(=O)C1=C(C)N(C)C(=O)C1CC(=O)O (centres undefined),0.5,-3.7,0.101,.,1.6,1550,0.5,7.4,0.9,5.3,1.1
O=C(CN1CCC(C(=O)c2ccc3c(c2)OCCO3)CC1)NC1CCCC1,1.6,4.0,-0.736,-23.7,-0.3,1517,-6.5,-9.6,10.6,4.3,-3.0
COc1ccc(-c2nnc(SCCC(=O)O)n2C)cc1OC,0.5,-7.3,0.0162,-10.4,-0.1,1426,1.6,4.8,-2.4,-3.3,5.3
O=C(Nc1ccc2c(c1)N(Cc1ccccc1)C(=O)c1ccccc1S2)NC1CC1,0.1,91.8*,0.977,.,2.5,1375,-4.8,-48.7,1.3,-7.6,2.1
CCCC(C)C(=O)N(Cc1ccccc1)c1ccccn1 (centres undefined),0.1,-4.0,-0.0065,.,1.3,1601,-11.9,10.9,4.5,1.6,4.5

Continued, overlapping the part above by four compounds.
mol,DTT redox prof,Lmaj promast,ROMK primary,S1P3 antag,RAM network inh,TR-FRET SRC-2 ct,Efa HMGR inh,bIAP inhibitor,PPARg SRC-1 ag,PPARg SRC-3 ag,PPARg SRC2 recr
O=C(CN1CCC(C(=O)c2ccc3c(c2)OCCO3)CC1)NC1CCCC1,1.6,4.0,-0.736,-23.7,-0.3,1517,-6.5,-9.6,10.6,4.3,-3.0
COc1ccc(-c2nnc(SCCC(=O)O)n2C)cc1OC,0.5,-7.3,0.0162,-10.4,-0.1,1426,1.6,4.8,-2.4,-3.3,5.3
O=C(Nc1ccc2c(c1)N(Cc1ccccc1)C(=O)c1ccccc1S2)NC1CC1,0.1,91.8*,0.977,.,2.5,1375,-4.8,-48.7,1.3,-7.6,2.1
CCCC(C)C(=O)N(Cc1ccccc1)c1ccccn1 (centres undefined),0.1,-4.0,-0.0065,.,1.3,1601,-11.9,10.9,4.5,1.6,4.5
COC(CNC(=O)Cn1ncc2ccsc2c1=O)OC,-1.8,-1.6,.,.,-0.2,1565,2.2,11.3,-0.3,5.2,2.8
CC(=O)Nc1ccc(C(=O)OCC(=O)N(Cc2ccccc2)C(C)(C)C)cc1,-0.1,66.5*,0.00585,.,0.3,1582,-4.4,2.7,9.5,6.5,9.6
Cc1ccc(NC(=O)NCc2c(C)nn(C)c2C)cc1Cl,-1.4,-5.7,-0.378,-1.7,0.4,1508,1.9,-24.1,6.0,-1.3,0.3
NNC(=O)c1sc(-c2ccccc2)cc1N,0.0,-8.0,0.295,-16.6,2.2,1532,5.4,-6.6,7.0,10.6,4.1
CCn1c(SC(C)C)nnc1-c1cc(-c2ccccc2)sc1N,0.0,32.0,-2.84*,.,0.9,1785,-6.7,14.7,12.0,-2.4,18.5
CCCCOC(=O)Nc1ccc(C(N)=O)cc1,0.3,1.2,0.57,.,-0.2,1477,1.4,12.5,-9.7,-9.3,-13.2
COC(=O)c1sc(-c2ccccc2)cc1NC(=O)c1ccc(OC)cc1,1.1,-5.2,0.146,-5.5,8.7*,1359,1.1,7.7,-3.2,0.8,-6.5
c1ccc(Cn2nnc3c(N4CCC5(CC4)OCCO5)ncnc32)cc1,-0.4,-8.2,-0.371,.,0.7,1482,-1.3,8.5,-3.5,-2.9,-0.4
CCOC(=O)CC(=O)CSc1nc(-c2ccccc2)cc(-c2ccccc2)c1C#N,2.0,-5.9,.,3.6,3.8,2021*,-4.8,3.6,10.2,8.1,11.6
O=C(CCC1CCCCC1)NNC(=O)NC12CC3CC(CC(C3)C1)C2,-0.1,12.9,-3.09*,.,0.8,1567,-0.9,-18.4,0.0,8.6,5.9
O=C(CNC(=O)c1cccs1)NCC(=O)OCc1ccccc1Br,-0.9,4.9,0.061,-13.2,0.9,1550,-3.1,8.4,3.6,9.3,13.2
O=C(NCCN1C(=O)S/C(=C\c2ccc(Cl)c(Cl)c2)C1=O)c1cnccn1,1.2,-3.8,.,-11.2,3.4,1591,-6.2,25.0,3.0,6.6,7.0
O=C(NC1CCCCC1)C1CCN(C(=O)NCc2ccccc2)CC1,-1.6,-4.6,.,.,0.8,1435,-0.2,-2.0,4.4,-2.1,1.5
CC(C)(C)C(=O)COC(=O)c1ccc(O)cc1,-3.3,-7.3,.,-22.4,-0.7,1534,-5.1,-33.6,1.6,7.4,6.3
Cc1nc2ccc(NC(=O)Cc3cccc(F)c3)cc2s1,-1.4,62.2*,-1.34,-20.4,-1.0,1313,-5.1,-5.7,-2.4,-6.6,-9.6
O=C(N/N=C/c1ccccc1OC(=O)c1ccc2c(c1)OCO2)c1cccc(F)c1,-0.3,-5.0,-0.196,-2.4,3.8,1637,1.0,3.1,4.1,7.7,-0.5
CCN1N=C(c2cc(Cl)sc2Cl)CSC1=O,1.0,-1.2,-0.54,.,0.3,1552,0.2,-4.3,0.5,5.9,-3.5
CCOc1ccc(C(=O)NC(C(=O)NCc2ccccc2OC)C(C)C)cc1 (centres undefined),-2.6,-2.6,0.922,-5.9,2.4,1706,-4.6,-5.9,5.1,6.8,6.5
N=C1/C(=C/c2cccn2Cc2ccc(Cl)cc2)C(=O)N=C2SC=CN12,0.1,-3.6,-0.0985,1.0,6.9,1403,-0.1,-4.5,-2.0,-0.7,9.8
C=CCNC(=O)c1ccc(C2SCC(=O)N2Cc2ccccc2)cc1 (centres undefined),-0.5,-4.0,0.145,-6.2,1.2,1563,0.7,3.3,-5.6,1.2,1.4
O=C(CSc1nc(-c2ccc(F)cc2)cc(C(F)(F)F)n1)NCCN1CCOCC1,5.1,-2.1,-0.0896,-11.2,1.5,1432,-1.7,15.1,0.9,5.9,2.8
O=C(Nc1ccc(Cl)cn1)Nc1cccs1,1.9,9.3,-0.142,-9.4,0.7,1787,-6.9,-1.6,3.3,-3.9,-5.9
COC(=O)c1nn(-c2ccccc2)c(Sc2ccc(Br)cc2)c1/C=N/O,1.1,8.7,.,.,3.3,1598,-1.6,7.4,7.2,5.4,3.4
O=C1COc2ccc(C(=O)c3ccccc3C(=O)NCc3ccccc3)cc2N1,0.1,0.0,0.0476,.,2.2,1441,1.3,11.5,-3.7,-6.3,-0.2
COc1ccc(C(C(=O)NC2CCCCC2)N(Cc2ccco2)C(=O)CNC(=O)c2ccco2)cc1 (centres undefined),-3.0,-1.4,.,.,7.8,1533,-5.0,.,1.5,-6.9,-1.1
CCCOc1ccc2c(C)c(CC(=O)OC)c(=O)oc2c1,0.7,-1.1,-1,28.4,1.3,1574,-1.8,9.2,5.1,3.8,12.3
Cc1ccccc1-c1n[nH]c(=S)n1/N=C/c1ccc(-c2ccccc2Br)o1,-1.7,23.0,0.379,-13.6,4.2,2460*,2.6,-8.5,32.5*,22.3,40.9*
O=C(CCCc1nc(-c2ccccc2)no1)N1CCOCC1,16.7,-6.5,.,-30.8,3.4,1445,-1.3,7.1,1.6,-1.1,3.6
CN1c2ccccc2C(C)(C)C12CCCC(=O)N2 (centres undefined),-0.5,-1.6,.,-7.7,0.6,1500,-0.8,4.3,-5.9,-3.6,-4.9
CC1CCCC(NC(=O)COC(=O)Cc2cn3ccsc3n2)C1C (centres undefined),1.6,-8.3,-2.03,0.3,0.9,1377,-11.2,-9.1,2.1,-1.9,-4.9
O=C(c1nn(Cc2ccccc2)c(=O)c2ccccc12)N1CCN(c2ccccn2)CC1,1.3,7.8,-0.932,-6.9,-0.7,1455,-0.8,5.9,2.4,-4.2,1.0
O=C(Cc1cccs1)Nc1nc(-c2ccc(F)cc2F)cs1,0.2,98.4*,-1.09,.,2.1,1357,-10.3,32.5,-3.3,-10.5,-2.6
COc1ccc(C2C(C(C)=O)=C(O)C(=O)N2CCCn2ccnc2)cc1 (centres undefined),1.7,-3.1,.,.,0.9,1428,-1.3,2.5,4.9,-3.4,-1.2
COc1ccc(S(=O)(=O)NCC2CCCN(Cc3cccnc3)C2)cc1 (centres undefined),-0.1,37.8,-0.338,-4.0,0.8,1496,-3.9,-21.7,4.3,-1.8,3.7
CCc1ccc(NCc2nc3ccccc3c(=O)[nH]2)cc1,1.4,2.1,.,.,0.8,1550,3.6,7.0,-1.1,-6.9,3.4
N#Cc1nc(-c2ccccc2F)oc1NCc1ccccc1,0.0,5.0,.,-5.6,5.5,1414,-5.5,13.0,0.8,2.9,-3.1
